Screening results deposited in PubChem by several laboratories.
RAM inhibit = inhibitors of the yeast RAM network; AID 868; S. cerevisiae dse1pr::URA3 reporter, 5-FOA growth OD615, 2 d; analog-sensitive cbk1-as2 kinase mutant strain; inhibition, % at 50 µM; actives 1.8% (n = 190,000);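 active means inhibition above a set limit, 3 SD over mean compound inhibition, cut at about 8.4% in these data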;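 further: 0% = DMSO-only wells with no growth and 100% = 10 µM 1-NA-PP1 full growth; inhibition rescues growth on 5-FOA so higher OD means more RAM inhibition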
Redox H2O2 prof = compounds producing H2O2 with reducing agent – biochemical, NIH compound library profiling, artefact control for MLSCN library redox annotation, primary screen; DTT-dependent redox cycling H2O2, phenol red/HRP absorbance; 100% = 100 µM peroxide control, 0% = buffer; actives 0.03% (n = 200,000); activation, % at 10 µM; AID 878;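 active means activation of at least 50% relative to the plate's high and low controls in the primary single-dose screen; inactive means activation below 50%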;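 further: compound incubated with DTT at 0.8 mM final as the reducing agent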
TLR4-MyD88 BLA = TLR4-MyD88 interaction inhibition in cells; actives 0.18% (n = 200,000); AID 861; HeLa CL3-4 TLR4/MyD88 BLA complementation, FRET ratio; inhibition, % at 8.4 µM; in the data active means inhibition above about 25%;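 further: 0% = vehicle and 100% = reference inhibitor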
Target sequence (O00206 whole entry, looked up): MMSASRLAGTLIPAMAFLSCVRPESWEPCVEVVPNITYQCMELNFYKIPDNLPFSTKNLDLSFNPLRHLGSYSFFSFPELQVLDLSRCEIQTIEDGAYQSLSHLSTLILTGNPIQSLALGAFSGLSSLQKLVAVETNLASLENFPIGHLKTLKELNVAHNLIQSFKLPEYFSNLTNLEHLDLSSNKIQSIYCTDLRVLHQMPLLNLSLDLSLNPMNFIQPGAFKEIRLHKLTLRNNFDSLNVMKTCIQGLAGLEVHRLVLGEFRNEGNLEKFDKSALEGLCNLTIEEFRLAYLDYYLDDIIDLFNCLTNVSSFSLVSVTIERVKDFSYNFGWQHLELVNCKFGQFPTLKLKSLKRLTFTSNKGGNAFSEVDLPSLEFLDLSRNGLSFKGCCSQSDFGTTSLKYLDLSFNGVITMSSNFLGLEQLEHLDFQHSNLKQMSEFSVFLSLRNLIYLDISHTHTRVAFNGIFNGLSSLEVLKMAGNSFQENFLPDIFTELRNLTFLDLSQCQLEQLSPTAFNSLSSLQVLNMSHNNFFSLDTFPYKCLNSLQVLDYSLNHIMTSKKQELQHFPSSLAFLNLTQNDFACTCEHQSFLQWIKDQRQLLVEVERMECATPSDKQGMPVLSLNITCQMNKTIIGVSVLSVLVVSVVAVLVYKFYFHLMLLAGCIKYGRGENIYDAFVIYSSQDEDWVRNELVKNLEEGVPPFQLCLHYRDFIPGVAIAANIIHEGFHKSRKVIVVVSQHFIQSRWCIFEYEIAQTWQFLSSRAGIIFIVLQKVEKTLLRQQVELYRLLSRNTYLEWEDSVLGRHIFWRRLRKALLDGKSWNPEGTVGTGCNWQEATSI
Target sequence (Q99836 whole entry, looked up): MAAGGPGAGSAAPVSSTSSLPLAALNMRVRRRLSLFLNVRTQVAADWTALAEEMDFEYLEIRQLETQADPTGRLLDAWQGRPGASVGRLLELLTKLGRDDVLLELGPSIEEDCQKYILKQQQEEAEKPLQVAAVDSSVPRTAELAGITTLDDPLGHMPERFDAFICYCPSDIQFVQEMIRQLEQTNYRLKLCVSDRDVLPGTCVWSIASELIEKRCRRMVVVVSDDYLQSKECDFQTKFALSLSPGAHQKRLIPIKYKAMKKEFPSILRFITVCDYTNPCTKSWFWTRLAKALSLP
PMI act = phosphomannose isomerase (human) activation; P34949; purified human PMI, coupled resazurin fluorescence, 20 min; stronger effect = higher value; 1 = vehicle control, 0 substrate-free wells; activation factor at 20 µM; actives 0.005% (n = 190,000); AID 1214;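 active means activation factor of 2 or more at 20 µM, relative to plate controls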
Diaphorase inh = counter-screen for diaphorase-based assays: diaphorase inhibitors and chemical oxidizers; actives 0.69% (n = 190,000); diaphorase resazurin-to-resorufin fluorescence, NADH, 16 min; bacterial (C. kluyveri) enzyme, not human; inhibition, % at 20 µM;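 active means primary screen inhibition at 20 µM above a set limit, cut at about 50% in these data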;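 further: plate controls were DMSO with full reaction for no effect and wells lacking NADH for full effect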
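Detection: fluorescence of resorufin formed from resazurin, Ex 544/Em 590 nm; test system: Clostridium kluyveri diaphorase enzyme; amount: 0.14 U/mL diaphorase, enzyme working solution; times: 16-min room-temperature incubation before reading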
G6PDH CS = L. mesenteroides G6PDH inhibition counter-screen; Purified L. mesenteroides G6PDH, diaphorase/resazurin coupled fluorescence, 45 min; inhibition, % at 5 µM; actives 0.12% (n = 200,000)
S1P3 antag = blocks the human S1P3 receptor; Q99500; CHO S1P3 NFAT-BLA reporter, FRET fluorescence, antagonist mode; inhibition, % at 4.98 µM; actives 0.27% (n = 170,000);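 active means inhibition above the plate cutoff, the mean inhibition of test wells on that plate plus 3 SD, cut at about 28% in these data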;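 further: cells challenged with S1P at its EC80 of 0.8 µM; blue over green emission ratio from cleaved BLA substrate after 4 h stimulation; 0% = S1P-stimulated wells and 100% = unstimulated DMSO-only wells; some compounds past the cut are filed as inactive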
Hsp70 activator = Hsp70 transcriptional activation, primary screen; activation, % at 10 µM; actives 0.04% (n = 200,000); AID 1203; HeLa Hsp70 promoter luciferase reporter, luminescence; scaled: vehicle 0, proteasome-inhibitor control 100%;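 active means activation above the mean across all tested compounds plus 3 SD, cutoff set per campaign, cut at about 5.5% in these data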;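 further: 100% = MG132 at 30 µM as the positive control and 0% = DMSO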
L major viab = reduces viability of Leishmania major promastigotes | resazurin fluorescence viability | inhibition, % at 10 µM | actives 9% (n = 200,000);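 further: promastigotes grown with compound for 44 hours at 28 °C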
PMI act satM6P = increases human PMI activity with near-saturating mannose 6-phosphate; P34949; coupled PMI enzyme assay, resazurin fluorescence, 20 min; stronger effect = higher value; 1 = untreated enzyme, 0 = substrate-free blank; activation factor at 20 µM; actives 0.34% (n = 190,000);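 active means activation factor of 2 or more at 20 µM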
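test system = human PMI in coupled enzyme assay | medium = HEPES-buffered pH 7.4 with magnesium and detergent | also added = 1.0 mM mannose-6-phosphate substrate with 0.22 mM NADP+ | compound = 20 µM single dose | times = 20 min incubation at room temperature | measured by = resorufin fluorescence (Ex 544/Em 590 nm) from resazurin via diaphorase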
Diaph act CS = activates diaphorase or chemically reduces, flagging diaphorase assay artifacts; Diaphorase/resazurin coupled assay, resorufin fluorescence, 16 min; stronger effect = higher value; 1 = vehicle wells, 0 = NADH-free wells; activation factor at 20 µM; actives 0.005% (n = 190,000);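 active means diaphorase activity raised at least twofold by the compound at 20 µM; inactive means activation factor below 2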
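Material: purified diaphorase enzyme from Clostridium kluyveri / Medium: HEPES pH 7.4 buffer with MgCl2 and Tween 20 / Schedule: enzyme reaction of 16 min at room temperature / Measured by: resorufin fluorescence, excitation 544 nm, emission 590 nm / Evaluation: rise in resorufin formation, marking diaphorase activation or chemical reduction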
The depositor's hits bear a star; / = no result given. Unless noted, no stated cut-off is given here; in the data, active means inhibition above about 50%; inactive means the rest.

SMILES	RAM inhibit	Redox H2O2 prof	TLR4-MyD88 BLA	PMI act	Diaphorase inh	G6PDH CS	S1P3 antag	Hsp70 activator	L major viab	PMI act satM6P	Diaph act CS
O=C(C1=C[C@@H](c2ccc(C(F)(F)F)cc2)C[C@@H](OCCCCO)O1)N1CCN(Cc2ccc3c(c2)OCO3)CC1	2.0	-1.4	-4.2	0.8	29.4	7.8	-23.9	0.2	38.5	0.9	0.7
COC(=O)[C@H](C)NC(=O)NCc1ccccc1F	1.6	-0.1	-16.2	0.9	9.9	5.0	-2.9	0.2	-3.6	1	0.9
COc1cc(Cl)c(S(=O)(=O)NCc2ccccn2)cc1Cl	-0.6	0.1	-8.3	1.1	9.5	0.9	/	-0.1	-5.1	1	0.9
Cc1cc(C)c(C(CC(=O)c2cccs2)C(C#N)C#N)c(C)c1 (stereo unspecified)	2.6	0.7	-1.2	1	17.8	0.9	-1.4	0.4	92.5*	0.9	0.8
CNC(=S)N1N=C(c2ccc(Br)cc2)CC1c1ccc(OC)cc1 (stereo unspecified)	3.4	1.8	-2.7	0.8	15.0	14.8	-4.1	-0.5	99.2*	0.9	0.8
O=C(CSc1ccc2nnc(-c3ccccn3)n2n1)NCC1CCCO1 (stereo unspecified)	1.3	0.7	-12.2	0.9	13.1	9.0	3.1	-0.4	-0.9	1	0.9
COC(=O)C1=C(C)N(CCCC(=O)O)C(=O)NC1c1cccs1 (stereo unspecified)	0.3	0.4	-6.7	1	6.8	9.5	-18.8	-0.2	-2.7	1	0.9
Cc1ccc(/C=C/C(=O)Nc2ccccc2C(N)=O)cc1	1.4	-0.1	-2.3	0.9	12.4	8.0	3.0	-0.1	1.0	0.9	0.9
NC(=O)C(c1ccc(Cl)cc1Cl)c1ncc(C(F)(F)F)cc1Cl (stereo unspecified)	-0.5	2.5	-8.0	1	7.7	10.2	/	-0.2	-0.7	1	0.9
Cc1ccc(C(=O)c2c[nH]c(C(=O)NCCCN3CCOCC3)c2)cc1	1.3	-9.4	-0.4	1	3.1	2.8	/	-0.1	4.4	1	1
CN1CCN(C(=S)Nc2ccc(S(N)(=O)=O)cc2)CC1	2.0	0.8	-2.9	1	6.1	1.4	8.1	0.2	-6.5	1	0.9
O=C(NC(=S)Nc1cccc([N+](=O)[O-])c1)c1ccco1	1.2	-0.5	1.9	0.9	12.0	6.0	-1.0	-0.4	-5.6	1	0.9
CC(C)CN1C(=S)SC(C)(C)C1n1oc(=O)n(-c2ccc(Cl)cc2)c1=O (stereo unspecified)	7.4	0.3	-12.4	1	1.2	-0.8	/	-0.1	14.9	1	1
O=C(CCCCn1c(=O)c2ccccc2n(CC(=O)NC2CCCC2)c1=O)NC1CCCC1	0.0	1.5	1.7	0.9	17.0	7.7	-42.5	-0.2	-5.0	1	0.8
Cc1ccc(-c2csc(NC(=O)COC(=O)c3cccc(S(=O)(=O)N4CCOCC4)c3)n2)cc1	3.8	-7.8	-0.1	1.1	17.0	2.4	/	-0.1	-6.6	0.9	0.8
COc1ccc(CC(=O)NCc2nnc(SCC(=O)Nc3nccs3)n2C)cc1	6.8	0.4	-2.2	0.9	7.6	10.6	5.6	-0.3	-3.1	0.9	0.9
CCN(CC(=O)Nc1sc2c(c1C#N)CCCC2)Cc1nc2ccccc2c(=O)[nH]1	2.4	0.3	7.8	1	17.9	2.0	3.7	0.1	22.7	1	0.8
O=[N+]([O-])c1cc(C(F)(F)F)ccc1-n1nnc2ccccc21	2.3	0.1	-0.4	0.7	28.2	-1.7	-16.7	-0.6	-1.0	0.8	0.7
COc1ccc(CN(Cc2ccc(OC)cc2)S(=O)(=O)c2ccc(-n3cnnn3)c(C)c2)cc1	7.9	0.5	2.6	1	14.3	9.7	/	0.0	49.3	1	0.9
CCC1Oc2ccc(C)cc2N(CC(=O)N(Cc2ccc(C)o2)C2CCCC2)C1=O (stereo unspecified)	6.9	1.0	13.7	1	6.9	3.8	/	0.4	20.8	1.1	0.9
Cc1cccc2c(C(=O)N3CCN(C(=O)c4ccco4)CC3)cc(-c3cccc(Br)c3)nc12	2.1	-0.2	-9.0	1	26.6	16.2	-17.2	-0.2	29.9	1	0.7
Cc1ccc2c(c1)Cc1nc3ccccc3nc1-2	0.7	0.2	-10.5	1.1	23.5	1.6	-3.6	-0.3	-2.0	1.1	0.8
CCS(=O)(=O)NCCc1csc(-c2ccccc2)n1	-0.4	-0.5	5.1	0.9	10.3	4.4	-3.9	-0.1	-4.6	0.9	0.9
Cc1ccc(C(NC(=O)N2CCOCC2)=C(Cl)Cl)cc1F	0.8	-2.4	8.1	1	43.5	-5.6	5.6	-0.3	19.8	1	0.6
O=[N+]([O-])c1ccc(-c2ccc(C=Nc3cccc4ccccc34)o2)cc1	0.8	1.4	2.9	0.6	41.1	9.3	/	-0.6	6.8	0.3	0.6
Cc1ccc(S(=O)(=O)/N=C(\CN2CCOCC2)N2CCCC2)cc1	-0.2	0.1	4.6	1	14.0	-0.6	10.8	0.0	3.0	1	0.9
O=C1C2C3C=CC(c4ccccc4)(C2C(=O)N1c1cccc(Cl)c1)C1C(=O)N(c2cccc(Cl)c2)C(=O)C31 (stereo unspecified)	8.1	-0.5	7.3	0.9	24.2	-9.1	7.7	-0.1	68.0*	0.9	0.8
CCc1nc2ccc(C)cc2c(C(=O)Oc2cccc3cccnc23)c1C	4.2	-3.6	-3.0	0.9	8.9	-6.9	/	-0.2	3.6	0.9	0.9
CCN(C(=O)c1cc2cc(OC)ccc2oc1=O)c1cccc(C)c1	2.1	-0.9	2.3	0.9	17.8	-1.7	/	-0.1	-2.4	0.9	0.8
CCn1ncc(C2=NOC(C(=O)Nc3cccc(C(C)=O)c3)C2)c1C (stereo unspecified)	2.8	-0.2	6.5	1	12.4	5.0	-9.5	-0.6	-1.1	1	0.9
O=C(Nc1ccncc1)c1ccccc1[N+](=O)[O-]	0.0	-0.7	-14.4	0.9	4.6	7.0	-5.2	-0.1	11.9	1	1
N#Cc1ccccc1Sc1ccccc1C(=O)OCC(=O)NC1CCS(=O)(=O)C1 (stereo unspecified)	2.2	0.5	-2.4	0.8	14.1	3.5	-15.0	-0.3	4.9	0.9	0.9
Cc1ccc(S(=O)(=O)NC(C)C(=O)Nc2cccc([N+](=O)[O-])c2)cc1 (stereo unspecified)	1.3	-0.2	6.3	1	10.0	2.5	-14.8	0.1	9.7	0.9	0.9
CN(CCOc1ccc(-c2ccn(S(=O)(=O)c3ccc(Cl)cc3)n2)cc1)c1ccccn1	0.9	2.3	5.6	0.9	11.7	5.9	/	0.0	6.1	0.9	0.9
CC1(C)CC(=O)c2c(O)cc(OCc3ccc(Br)cc3)cc2O1	8.7*	0.6	-10.2	0.9	12.1	4.7	/	0.2	68.5*	0.9	0.9
COC(=O)c1ccc(COC(=O)CCS(=O)(=O)c2ccc(C)cc2)cc1	0.9	0.5	-8.8	1	10.2	6.1	-4.2	-0.1	-1.4	1	0.9
Cc1ccccc1Nc1nnc(SCC2CCCCO2)s1 (stereo unspecified)	2.1	0.1	1.2	1	6.9	-7.9	-5.2	0.1	-4.6	1.1	0.9
O=c1ccc(Br)c[nH]1	3.3	0.0	6.2	1	0.0	6.0	-62.3	-0.3	-3.1	0.8	1
O=C(NCc1ccco1)c1ccc(CN2CCOCC2)cc1	1.6	-1.1	7.7	1	-3.3	1.4	/	-0.1	4.7	1.1	1
COCC(C)n1c(C)cc(C(=O)COC(=O)c2n[nH]c3ccccc23)c1C (stereo unspecified)	0.3	0.1	-2.1	1	18.2	-2.3	/	0.0	17.2	1	0.8
O=C(c1cnn2c(C(F)F)cc(-c3ccccc3)nc12)N1CCSCC1	1.5	0.6	-5.5	1.1	9.6	-1.2	/	0.0	-1.1	1	0.9
CC(C)(C)[C@H]1C=C(C(=O)N2CCN(Cc3ccc4c(c3)OCO4)CC2)O[C@@H](OCc2ccc(CO)cc2)C1	-1.4	0.2	-0.3	0.9	6.9	10.3	1.0	0.0	24.0	1	0.9
O=C(COC(=O)/C=C/C(=O)N1CCN(c2ccccc2)CC1)NC(c1ccccc1)c1ccccc1	3.8	-0.1	-1.1	0.9	5.1	13.3	-21.4	-0.1	1.9	0.9	0.9
COc1ccc(/C=C2\SC(=O)N(CCNC(=O)C3CCN(S(=O)(=O)c4cccs4)CC3)C2=O)cc1	5.9	0.5	6.1	0.9	13.5	-10.9	-3.5	0.4	63.5*	1	0.9
Cc1ccc(-n2c(C)cc(/C=C(\C#N)C(=O)NCC3CCCO3)c2C)cc1 (stereo unspecified)	4.9	1.5	-16.3	0.8	11.0	13.0	/	-0.2	-2.3	0.8	0.9
O=C(COc1ccc(Cl)cc1)Nc1nnc(-c2ccco2)o1	0.6	-0.5	-4.3	1.2	9.6	-5.1	-20.7	-0.2	-6.0	1.1	0.9
c1ccc(CSc2nnc(-c3c[nH]c4ccccc34)o2)cc1	3.5	-0.2	0.3	1.2	12.4	6.5	-17.5	0.8	0.5	1.1	0.9
COc1cc(OC)cc(C(=O)OCC(=O)Nc2sccc2C(N)=O)c1	0.6	-0.5	-11.3	0.8	35.3	7.6	-28.8	-0.1	18.3	0.9	0.6
Cc1ccc(C(=O)N/N=C/c2ccc([N+](=O)[O-])s2)cc1	0.8	2.4	-6.8	1.1	1.5	-4.7	/	-0.6	99.5*	1.1	1
Nc1ccc(SC(F)(F)F)cc1	1.8	-1.8	-6.1	1.3	3.9	6.0	-0.7	-0.3	-5.1	1.2	1

(further entries)
SMILES	RAM inhibit	Redox H2O2 prof	TLR4-MyD88 BLA	PMI act	Diaphorase inh	G6PDH CS	S1P3 antag	Hsp70 activator	L major viab	PMI act satM6P	Diaph act CS
O=C(CN1C(=O)C2C3c4ccccc4C(c4ccccc43)C2C1=O)Nc1cccc(C(=O)O)c1 (stereo unspecified)	5.6	-0.3	-12.7	1	12.9	1.7	4.7	-0.1	-7.1	1	0.9
CC(=O)OCC1OC(OC(C)=O)C(NC(=O)Cc2ccccc2)C(OC(C)=O)C1OC(C)=O (stereo unspecified)	0.5	0.1	-3.9	1	2.2	10.2	-9.8	-0.1	-2.5	1	1
COc1ccc(NC(=O)c2ccccc2)cc1NS(=O)(=O)c1ccc(F)cc1	0.6	-0.1	7.5	0.9	16.7	5.0	-5.2	0.3	4.0	0.8	0.8
CC1=CC(C)(C)NC(=S)N1c1ccc(C)c(C)c1	0.4	-0.7	-5.0	1.1	5.1	3.9	-0.6	0.0	10.1	1.1	0.9
